Assay outcomes deposited in PubChem BioAssay by several laboratories.
PPC-1+TRAIL kill: compounds killing PPC-1 cancer cells with TRAIL present, primary screen, TRAIL potentiator project, ATPLite luminescence, uHTS; PPC-1 cells + TRAIL, ATPLite viability luminescence; cell killing (% activity), % at 4 µM; 220,000 compounds, 0.41% hits; AID 1443, 2008;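 active = cell killing above 50% in the first pass at 4 µM, then a duplicate retest at 5 µM averaging 50% or more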;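 also: plate controls were cells with TRAIL plus DMSO for no effect and medium-only wells lacking cells for full effect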
Furin inh: human furin inhibitors, primary screen, biochemical, fluorescence intensity. purified furin, fluorogenic substrate cleavage. AID 463115, 2010. P09958. 220,000 compounds, 0.061% hits. inhibition, % at 30 µM; in the data active = inhibition above about 25%; also: inactives centre near -15
Calpain2 inh: inhibitors of pig calpain II, primary screen, biochemical, fluorogenic peptide substrate, 1536-well; AID 1236, 2008; purified calpain II, 30 min; 220,000 compounds, 0.37% hits; inhibition, % at 16 µM;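 active = inhibition above about 50%, limit read from the data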
Thrombin inh: human alpha-thrombin inhibitors, primary screen, counter-screen for coagulation protease inhibitor project, biochemical, 1536-well, fluorogenic AMC substrate. 220,000 compounds, 0.26% hits. inhibition, % at 5 µM. Prothrombin (Homo sapiens), P00734. Boc-VPR-AMC fluorogenic substrate cleavage;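 active = inhibition at or above 40%; inactive = inhibition below 40%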;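 also: 0% = enzyme with no compound and 100% = wells without enzyme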
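System – human alpha-thrombin protein · Reagent – Boc-VPR-AMC substrate, 15 µM final · Compound – 5 µM single dose in 0.2% DMSO · Schedule – reaction at room temperature · Technique – AMC fluorescence at 355 nm excitation and 460 nm emission · Read-out basis – % inhibition relative to enzyme controls and enzyme-free blanks · Control set – no-compound enzyme wells and no-enzyme blanks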
TbHK1 inh: Trypanosoma brucei hexokinase 1 inhibitors, primary screen, biochemical, G6PDH-coupled NADH absorbance, MLSCN library; hexokinase 1 [Trypanosoma brucei]; recombinant TbHK1, G6PDH-coupled NADH A340; inhibition, % at 10 µM; 220,000 compounds, 0.11% hits; AID 1430, 2008;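 active = inhibition of 50% or more in the single-dose primary screen; inactive = inhibition below 50%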
TRPML3 agonist: human TRPML3 channel agonists, primary screen, cell-based, HEK293 TRPML3-YFP, Fluo-8 calcium fluorescence, 3 µM; activation, % at 3 µM; AID 1448, 2008; 220,000 compounds, 0.29% hits; 100% = the carbachol control signal; Mucolipin-3 (Homo sapiens), Q8TDD5;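 active = activation above its plate's cutoff, the mean activation of the plate's test wells plus 3 SD, cut at about 12% in these data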;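 also: 0% = DMSO only wells and 100% = carbachol wells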
Target sequence (Q8TDD5 whole entry, looked up): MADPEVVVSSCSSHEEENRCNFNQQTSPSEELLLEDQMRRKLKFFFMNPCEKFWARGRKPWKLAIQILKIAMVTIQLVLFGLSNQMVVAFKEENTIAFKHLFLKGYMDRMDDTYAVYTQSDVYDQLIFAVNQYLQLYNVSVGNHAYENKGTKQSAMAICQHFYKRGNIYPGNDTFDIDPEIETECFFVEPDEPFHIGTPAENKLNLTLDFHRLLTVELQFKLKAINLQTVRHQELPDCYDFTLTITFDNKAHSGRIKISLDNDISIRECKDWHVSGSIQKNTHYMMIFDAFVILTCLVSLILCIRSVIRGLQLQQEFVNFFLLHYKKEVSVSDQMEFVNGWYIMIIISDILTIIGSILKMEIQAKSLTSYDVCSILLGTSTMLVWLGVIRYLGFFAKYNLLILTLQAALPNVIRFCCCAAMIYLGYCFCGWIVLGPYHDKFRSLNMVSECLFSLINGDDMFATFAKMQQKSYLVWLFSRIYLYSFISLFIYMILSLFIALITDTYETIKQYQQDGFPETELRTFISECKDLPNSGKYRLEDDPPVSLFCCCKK
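Test system: TRPML3-YFP stable HEK293 cells. Doses: single point at 3 µM. Incubation: dye loading 1 h 37 °C then 30 min ambient, 125 s read. Signal: Fluo-8 calcium dye fluorescence, ex 470-495, em 515-575 nm. Measure: percent activation from peak-to-basal fluorescence ratio, scaled between DMSO and carbachol.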
Cl transport mod: KCC2 cotransporter modulators, thallium flux, primary screen, cell-based, HEK293 KCC2, FluoZin-2 fluorescence, MLSMR; AID 1456, 2008; Solute carrier family 12 member 5 (Homo sapiens), Q9H2X9; B-score of Tl+ flux slope (higher = more flux/activation; lower = inhibition) at 10 µM; 190,000 compounds, 2.2% hits; KCC2 cells, thallium flux FluoZin-2 fluorescence;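 active = thallium flux slope and its plate-corrected score both differing from the plate sample mean at a set confidence after two filtering rounds, in either direction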;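 also: slope of fluorescence scaled to starting intensity during 10 to 20 s after thallium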
EBV gp42 inh: Epstein-Barr virus gp42 inhibitors, primary screen, biochemical, uHTS, fluorescence polarization. inhibition, % (tested at 21.74 µM). Glycoprotein 42 (Epstein-Barr virus (strain AG876)), Q1HVG2. 220,000 compounds, 0.42% hits. Fluorescence polarization binding assay, mP read-out; in the data active = inhibition above about 50%
Target sequence (Q1HVG2 whole entry, looked up): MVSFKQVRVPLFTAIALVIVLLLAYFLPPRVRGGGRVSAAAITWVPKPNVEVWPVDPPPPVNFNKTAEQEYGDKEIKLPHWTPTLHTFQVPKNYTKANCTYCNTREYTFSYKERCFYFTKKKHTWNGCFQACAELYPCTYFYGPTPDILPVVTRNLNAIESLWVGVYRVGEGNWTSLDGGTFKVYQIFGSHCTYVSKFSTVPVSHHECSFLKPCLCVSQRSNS
zfTRPN1 agonist: zebrafish TRPN1 channel agonists, primary screen, cell-based, HEK293, calcium fluorescence | HEK293 zebrafish TRPN1-YFP, Fluo-8 calcium fluorescence; 100% = response to 87 µM carbachol | transient receptor potential cation channel N1 (TRPN1/NompC), Danio rerio | 220,000 compounds, 0.18% hits | AID 1424, 2008 | activation, % at 3 µM;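 active = activation above its plate's cutoff, the mean activation of test wells on that plate plus 3 SD, cut at about 19% in these data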;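 also: 0% = DMSO alone and 100% = 87 µM carbachol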
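System: zebrafish TRPN1-YFP in HEK293 cells / Dosing: 3 µM single point / Timing: dye loading 1 h at 37 °C, then 30 min room temperature / Signal: Fluo-8 calcium fluorescence, excitation 470-495 nm, emission 515-575 nm / Read-out basis: percent activation from peak over basal fluorescence ratio, control-normalized / Control set: high carbachol 87 µM, low DMSO alone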
Numbers without * were called inactive; i = inactive; / = no result given; [ ] = remark or other dose.

Molecule	PPC-1+TRAIL kill	Furin inh	Calpain2 inh	Thrombin inh	TbHK1 inh	TRPML3 agonist	Cl transport mod	EBV gp42 inh	zfTRPN1 agonist
CN(C)CC/C=C1/c2cc(F)ccc2CSc2ccc(F)cc21	10	-30	-6	-5	5	1.0	0.5	-3	2.5
c1ccc(CNc2ncnc3ccccc23)cc1	-10	-20	-10	3	4	3.8	-0.034	-13	11
COc1ccc(N=C(N(C)C)P(=O)(N(C)C)N(C)C)cc1	26	-1	17	9	-2	-0.1	/	2	0.3
Cc1cccc(OCCCC(=O)Nc2nc3ccccc3[nH]2)c1	14	-19	-5	-26	-8	0.2	-0.67	5	-0.2
CN(C)c1ccc(/C=C/c2cccc[n+]2[O-])cc1	11	7	-22	0	-43	1.7	-0.41	-22	1.3
Cc1ccc(N2CC(C(=O)NCc3cccs3)CC2=O)cc1C (stereo not drawn)	22	-19[20 µM]	-18	0	8	0.1	-1.1	-7	1.7
O=C(Nc1nc2c(s1)CCCC2)c1cc(-c2ccccc2)nc2ccccc12	3	-18	-64	-5	-19	0.4	0.25	-18	0.9
Fc1c(F)c(F)c(/C=N/NC(=S)Nc2cccnc2)c(F)c1F	38	-24	-20	-4	-5	0.4	19*	-6	-1.5
CC(=O)/C(=N/Nc1cccc(Cl)c1)N1CCOCC1	12	-14[20 µM]	9	-5	-37	0.5	0.28	-5	-1.1
O=[N+]([O-])c1cc([N+](=O)[O-])c(N2CCOCC2)cc1NCc1ccccc1	24	-16	13	-4	-16	-0.2	/	-8	0.1
O=C(Nc1ccc(F)cc1)NC1CCN(Cc2ccccc2)CC1	3	-25	6	0	4	2.2	-0.7	-1	2.5
OCC1N=C(c2ccccn2)OC1c1ccccc1 (stereo not drawn)	4	-5	-9	0	56*	0.6	-5.8*	-9	0.3
COc1ccc(C(=O)NCC2(c3ccccc3)CCOCC2)cc1	21	-18	19	-16	-7	0.4	-0.39	-25	0.5
COC(=O)c1cccc(NC(=O)/C=C/c2ccc([N+](=O)[O-])cc2)c1	10	-17	-10	-1	-11	0.9	1.6	-7	1.1
CC(=O)c1sc(-c2cccc(Cl)c2)nc1C	5	-10	-24	-1	-7	0.6	/	-4	0.6
O=C(Nc1nnc(CCN2CCCCC2)s1)c1ccc(Cl)cc1Cl	8	-6	9	-5	-5	1.1	-0.98	-3	0.1
CCn1c(SCC(=O)c2ccc(CNC(C)=O)o2)nnc1-c1cccs1	4	-11	-38	-1	-11	0.7	/	-11	1.8
COc1ccccc1-c1cn[nH]c1-c1ccc(OCc2ccccc2F)cc1O	2	-9	32	-6	3	-0.6	0.89	-5	0.5
CCCCn1c(SCc2ccc(C(=O)OC)o2)nc2cc(S(N)(=O)=O)ccc21	9	-16	-26	4	6	-0.1	/	1	-0.2
CC(C)=CCc1c2c(c3occ(-c4ccc(O)cc4)c(=O)c3c1O)C=CC(C)(C)O2	-3	-12	14	-9	-2	-0.3	0.67	-5	-0.8
Cc1cccc(NC(=S)N(CCN(C)C)C(C)c2cccnc2)c1 (stereo not drawn)	5	-19	-3	0	-3	1.2	-0.054	5	1.5
Cn1c(Cc2ccccc2)nnc1SCC(=O)c1ccc(Br)s1	5	-9[20 µM]	0	16	-4	38*	/	-8	-0.3
COc1ncccc1C(=O)N1CCCC(C(=O)c2cccc(OC(C)C)c2)C1 (stereo not drawn)	-5	-13	4	-5	-1	0.7	-1.3	12	-0.3
N#Cc1cc(Oc2ccccc2)c(-n2nnc3ccccc32)cc1C#N	-11	-25[20 µM]	-63	2	4	0.7	0.34	-10	0.7
Cc1cc(C)cc(C(=O)OCC(=O)NCC(F)(F)F)c1	9	-9	27	0	3	0.2	0.033	-9	0.2
O=C(Cc1ccc(S(=O)(=O)N2CCCC2)s1)N1CCN(c2ccccc2)CC1	7	-31	9	/	7	1.4	-1.1	0	-1.6
CCS(=O)(=O)c1ccc(O)c(NC(=O)Nc2ccc(C(C)(C)C)cc2)c1	6	-29	-19	-4	-3	0.4	0.91	-13	0.5
COc1ccc(OCC(O)Cn2c(=N)n(CCN3CCCCC3)c3ccccc32)cc1 (stereo not drawn)	5	-10	-10	-3	2	-1.0	-0.47	-18	-2.0
CCOC(=O)COc1ccc(S(=O)(=O)c2ccc(OCC(=O)OCC)cc2)cc1	-20	-24[20 µM]	3	-2	-11	0.9	-0.07	3	-0.1
O=C(NCc1ccccn1)c1ccc(CNS(=O)(=O)c2cccc(C(F)(F)F)c2)cc1	-4	-13	2	1	1	0.4	0.036	-2	1.3

Quoted from the listing.
Entry for CCCCn1c(SCc2ccc(C(=O)OC)o2)nc2cc(S(N)(=O)=O)ccc21 under TRPML3 agonist: -0.1
Entry for COC(=O)c1cccc(NC(=O)/C=C/c2ccc([N+](=O)[O-])cc2)c1 under PPC-1+TRAIL kill: 10

More entries follow.
Molecule	PPC-1+TRAIL kill	Furin inh	Calpain2 inh	Thrombin inh	TbHK1 inh	TRPML3 agonist	Cl transport mod	EBV gp42 inh	zfTRPN1 agonist
O=C(Nc1ccc(F)cc1F)c1ccc(-n2cncn2)nc1	10	-20[20 µM]	37	44*	2	1.6	/	-4	3.8
Cc1ccc2[nH]c(=O)c(CN(CCCN3CCOCC3)Cc3nnnn3C3CCCC3)cc2c1	40	-2	6	-7	-6	0.1	-0.62	-11	1.3
CCCC(c1nnnn1Cc1ccco1)N1CCN(C2CCCC2)CC1 (stereo not drawn)	20	-11	1	0	6	0.4	-0.42	-11	-1.0
Brc1csc(/C=N/Nc2nc3ccccc3s2)c1	29	-15	-16	-12	-10	0.7	0.34	-13	-0.5
Cc1cc(S(=O)(=O)Nc2ccccc2C)ccc1F	10	-16[20 µM]	8	-2	3	-0.3	-0.47	-22	-1.8
Cc1cc(C)nc(/N=C(\N)Nc2ccc3c(c2)OCCO3)n1	10	-21	7	0	6	1.7	0.054	-6	1.6
CC(=O)c1ccc(N2CCN(S(=O)(=O)c3c(C)[nH]c(=O)[nH]c3=O)CC2)cc1	6	-2	19	-5	-23	0.7	0.8	-5	0.2
Cc1ccc2c(CC(=O)O)coc2c1	14	-21	0	-7	7	0.4	/	-8	1.9
COc1ccc(/C=C2/SC(=O)N(NS(=O)(=O)c3ccccc3)C2=S)cc1OC	0	-25[20 µM]	31	3	-15	1.1	/	-9	-0.9
O=C(N/N=C/c1ccc(OC(=O)c2ccccc2)c([N+](=O)[O-])c1)c1ccc(O)cc1	12	-16	32	-8	-19	0.8	1	0	-0.2
O=C(CCN1C(=O)c2ccccc2C1=O)NC(=S)Nc1ccccc1Cl	28	-7	33	-6	4	-0.5	2.5	14	-0.6
COc1ccc(-n2cccc2C=O)cc1OC	11	-12[20 µM]	12	10	-3	0.3	-0.86	-13	-0.2
O=S(=O)(Nc1ccc(O)c(Sc2nc3ccccc3s2)c1)c1ccc(F)cc1	7	-3	-20	-2	21	-0.1	-2.6	13	-1.4
O=C(Cn1nc(-c2ccccc2)ccc1=O)NCc1ccc(F)cc1	4	-6	8	39	3	0.2	-3.2	0	2.1
COc1ccc(NC(=O)c2cc3c(=O)n4ccccc4nc3n2C)c(OC)c1	/	-29	i	2	-9	1.1	0.074	-8	0.2
Cc1ccccc1CN(CC1CCC(C(=O)O)CC1)C(=S)Nc1ccccc1F (stereo not drawn)	20	-15	-9	-2	-14	0.6	1.2	-6	-0.3
O=c1c(-c2c(O)cc(O)c3c(=O)cc(-c4ccc(O)cc4)oc23)c(-c2ccc(O)cc2)oc2cc(O)cc(O)c12	10	-9	35	5	-11	/	0.0042	26	/
COc1cccc(N2CC(O)=C(c3nc4ccccc4c(=O)[nH]3)C2=N)c1	-7	-21[20 µM]	-35	5	-9	0.5	/	-6	1.7
CCOC(=O)c1cc2c(ccn2C)n1Cc1ccccc1C	11	-22	17	-2	2	-1.4	-0.83	8	-1.2
COCCn1cc(C(=S)N2CCOCC2)c2ccccc21	15	-5[20 µM]	-17	5	-8	0.4	-0.19	-28	-0.7
Cc1ccccc1-c1nc(CS(=O)(=O)CC(=O)Nc2cc(F)ccc2F)c(C)o1	1	-26	-8	-7	2	0.3	0.28	-15	4.0
CCOC(=O)c1csc(NC(C)=O)n1	-13	1	1	11	12	0.0	0.0085	-11	2.6
CCN(CC)C(=O)C1CCCN(Cc2ccc(OC)c(C)c2C)C1 (stereo not drawn)	-9	-6	5	-5	0	0.7	0.51	-10	0.3
Cc1ccc(S(=O)(=O)NCc2cn3ccsc3n2)c(C)c1	21	-25	8	-5	5	0.0	-0.22	-6	2.1
CCOc1ccccc1NS(=O)(=O)c1ccc(OC)c(OC)c1	23	-9[20 µM]	-2	-3	30	-0.3	-0.89	-1	0.8
Cc1ccc(NC(=S)NNC(=O)c2nn(C)cc2Cl)cc1	13	-9[20 µM]	-24	1	0	0.1	0.85	-13	1.7
C/C=C/c1ccc(OCCOc2cc(C=O)ccc2OC)c(OC)c1	16	0	-36	-16	6	-0.7	-1.2	11	-0.5
CCOC(=O)c1ccc(CC(=O)c2ccc(O)c(O)c2O)o1	7	-19	58*	0	-18	1.0	1.7	4	0.2
Cc1cc(C)c(S(=O)(=O)Nc2cccc(/C=C/C(=O)O)c2)c(C)c1	6	-7	-20	3	30	0.8	0.4	-6	0.9
COc1cc2c(O)c3c(c(-c4ccc5c(c4)OCO5)c2cc1OC)C(=O)OC3	24	-14	-36	-7	6	0.1	/	-1	0.2
CCOC(=O)C1(C)NC(c2ccco2)C2C(=O)N(C)C(=O)C21 (stereo not drawn)	2	-25	-20	-9	-12	0.0	1.1	-17	0.9
Cc1cc(-c2nnc(SCC(=O)Nc3ccccc3)n2C)no1	9	-12	5	-7	-8	1.3	-0.56	-6	-1.1

Filtered by structure, the entries above containing bromine (2)
Molecule	PPC-1+TRAIL kill	Furin inh	Calpain2 inh	Thrombin inh	TbHK1 inh	TRPML3 agonist	Cl transport mod	EBV gp42 inh	zfTRPN1 agonist
Cn1c(Cc2ccccc2)nnc1SCC(=O)c1ccc(Br)s1	5	-9[20 µM]	0	16	-4	38*	/	-8	-0.3
Brc1csc(/C=N/Nc2nc3ccccc3s2)c1	29	-15	-16	-12	-10	0.7	0.34	-13	-0.5
